PI5P4Ka inh: inhibitors of human PI5P4K alpha. AID 652105. P48426. PI5P4Kalpha enzyme, ADP-Glo luminescence, 60 min; hits give low values. max response, %. actives 1.2% (n = 330,000); active means max response of -50% or lower; inconclusive means between -30% and -50%; inactive means -30% or higher; further: value at the top dose of about 77 µM; on the % scale 0 is the no-effect control and ±100 the full control effect
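Quantitative HTS of the MLSMR library against PI5P4Kalpha with substrate. ATP added last at 5 microM final; room temperature, 60 minutes. Remaining ATP depleted, ADP converted and read as luminescence.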
IL2 activator: activators of IL-2. activation, % (series mostly up to about 46 µM). IL-2 activation reporter assay, cell-based qHTS; stimulated with anti-CD3/CD4/CD28 beads; in transgenic mouse T cells. actives 0.065% (n = 360,000); in the data active means activation above about 50%; inconclusive means mostly about 30% to 49%; further: 0% is about no effect
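Unstimulated transgenic mouse T cells; 60-min compound exposure; bead-based TCR/CD4/CD28 stimulation; 18 h culture, 37 degrees C; dual fluorescence (EGFP, DsRed) plate cytometry.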
WRN helicase inh: WRN helicase (human) inhibition | Q14191 | WRN helicase unwinding, fluorescent forked duplex, kinetic | Potency, µM (doses to about 114 µM), for the others: at the highest dose activity change, negative = inhibition, usual class: inhibitors | actives 0.46% (n = 360,000) | AID 651768; further: potency means the concentration at half of the fitted maximal effect; on the % scale 0 is the no-effect control and ±100 the full control effect; nearly all actives have a fitted effect of over 55% in size
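Kinetic fluorescence helicase assay: unwinding of a quenched forked DNA duplex (100 nM final) with 2 mM ATP final raises red fluorescence (525/598 nm). Compounds sat 15 min at room temperature with 20 nM WRN beforehand.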
PLK1 PBD inh: inhibitors of human PLK1 polo-box domain binding; P53350; Plk1 PBD binding of FITC phosphopeptide, fluorescence polarization; Potency, µM, inactives show max response, negative = inhibition, usual class: inhibitors; actives 2.8% (n = 360,000); AID 720504; further: potency means the concentration at half of the fitted maximal effect; series mostly up to about 57 µM; on the % scale 0 is the no-effect control and ±100 the full control effect; nearly all actives have a fitted effect of over 65% in size
EPAC1 antagonist: blocks human EPAC1 exchange factor | EPAC1 GEF assay, Rap1b-BODIPY-GDP exchange fluorescence | Potency, µM (highest dose often 115 µM), for inactives: top-dose activity change, negative = inhibition, most hits filed as inhibitors | actives 0.14% (n = 360,000);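 further: potency means the concentration at half of the fitted maximal effect; plate controls were vehicle for no effect and positive control for full effect; nearly all actives have a fitted effect of over 50% in size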
Target sequence (O95398 whole entry, looked up): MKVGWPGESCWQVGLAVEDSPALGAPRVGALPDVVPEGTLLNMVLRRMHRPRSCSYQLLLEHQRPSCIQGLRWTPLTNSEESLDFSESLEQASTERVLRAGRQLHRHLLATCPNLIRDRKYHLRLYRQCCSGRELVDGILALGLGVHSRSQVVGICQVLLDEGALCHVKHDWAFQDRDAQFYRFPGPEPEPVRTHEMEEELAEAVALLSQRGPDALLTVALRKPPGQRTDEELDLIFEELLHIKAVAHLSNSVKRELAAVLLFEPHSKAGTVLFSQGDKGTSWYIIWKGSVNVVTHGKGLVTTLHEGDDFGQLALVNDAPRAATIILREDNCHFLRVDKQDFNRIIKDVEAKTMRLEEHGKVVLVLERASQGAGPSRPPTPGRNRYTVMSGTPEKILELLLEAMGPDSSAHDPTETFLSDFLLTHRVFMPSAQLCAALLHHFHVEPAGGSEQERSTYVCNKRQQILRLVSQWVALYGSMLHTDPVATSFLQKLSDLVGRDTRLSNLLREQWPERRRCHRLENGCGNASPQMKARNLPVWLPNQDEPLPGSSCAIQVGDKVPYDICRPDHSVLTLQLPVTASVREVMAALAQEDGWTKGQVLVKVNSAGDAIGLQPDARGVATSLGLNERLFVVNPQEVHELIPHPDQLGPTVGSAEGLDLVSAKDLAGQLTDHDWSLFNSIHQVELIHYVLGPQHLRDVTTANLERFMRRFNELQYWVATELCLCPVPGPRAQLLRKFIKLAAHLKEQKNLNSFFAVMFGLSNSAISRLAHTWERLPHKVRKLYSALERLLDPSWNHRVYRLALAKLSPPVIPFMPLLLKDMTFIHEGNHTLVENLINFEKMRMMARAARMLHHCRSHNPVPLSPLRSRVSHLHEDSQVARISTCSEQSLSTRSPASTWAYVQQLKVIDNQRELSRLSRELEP
EPAC1 agonist: activates human EPAC1 exchange factor; Potency, µM (titrated, usually from 154 µM), inactives show at the top dose activation, most hits filed as activators; EPAC1 agonist qHTS, biochemical assay; response scale: 100% = response to 6.5 mM cAMP; actives 0.073% (n = 360,000); further: potency means the concentration at half of the fitted maximal effect; nearly all actives have a fitted effect of over 60% in size
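Compounds were pinned as a concentration titration into mixtures of EPAC1 (100 nM), BODIPY-GDP-loaded Rap1B (250 nM) and GDP (50 uM). After 5 min at room temperature, fluorescence was followed for 30 min; activity was scaled to 6.5 mM cAMP.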
CCT chaperon mod: changes cytosolic chaperonin activity; purified chaperonin ATPase assay, HTRF ADP detection, 30 min; activity change, % (test concentration not listed), hits read low; actives 0.3% (n = 360,000); AID 651819; in the data active means activity change below about -30%; further: on the % scale 0 is the no-effect control and ±100 the full control effect
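Nucleotide hydrolysis assay: TRiC at 20–40 nM final (set by batch activity) with 10 uM ATP, 30 min at 37 °C, in presence of 76 uM compound. Detection by competitive ADP HTRF, 30 min ambient.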
EPAC2 agonist: EPAC2 (human) agonism | EPAC2 activation, biochemical qHTS; response scale: 100% = 6.5 mM cAMP response | actives 0.079% (n = 360,000) | Potency, µM (doses to about 154 µM), without a hit: at the highest dose activation, actives largely listed as activators | Q8WZA2; further: potency means the concentration at half of the fitted maximal effect; nearly all actives have a fitted effect of over 50% in size
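In this primary screen, activation is scored as increased exchange of BODIPY-GDP from Rap1B by 100 nM EPAC2, with 50 uM GDP as competitor. Signal is normalized to the 6.5 mM cAMP agonist control.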
* hit, by the source's call; ? = inconclusive; . = not tested or not shown; [ ] = another dose, or the depositor's remark. Unless noted, the call rests on the fitted dose curve; in most records, active means well fitted curve in the direction sought with a large enough effect; inconclusive means small, poorly fitted or top-dose-only effect, or another doubt; inactive means no such curve, though single readings can be large; an effect the other way counts as inactive or inconclusive.

Start of the data: the first 4 records, to show the layout:
SMILES | PI5P4Ka inh | IL2 activator | WRN helicase inh | PLK1 PBD inh | EPAC1 antagonist | EPAC1 agonist | CCT chaperon mod | EPAC2 agonist
O=Cc1cn(CC(=O)Nc2ccc3c(c2)OCO3)c2ccccc12 | 1 | 0.2 | 4%[57.1 µM] | -8% | -19% | -5% | 2.0 | -8%
Cc1ccc(/C=C(\C#N)c2nc3ccccc3[nH]2)s1 | . | 1.7 | -3% | -4% | 5% | 11% | -3.0 | 4%
CCCCc1ccc(-c2csc(/C(C#N)=C/c3ccc(C)o3)n2)cc1 | -15 | -3.4 | -14% | 3% | -21% | -11% | 0.8 | 7%
CCOc1cc(/C=N/NC(=O)CSc2nncn2C)ccc1OCC(N)=O | -6 | -2.6 | 1% | 1% | 9% | 11% | -3.7 | 16%

Results, previewed entries included:
SMILES | PI5P4Ka inh | IL2 activator | WRN helicase inh | PLK1 PBD inh | EPAC1 antagonist | EPAC1 agonist | CCT chaperon mod | EPAC2 agonist
O=Cc1cn(CC(=O)Nc2ccc3c(c2)OCO3)c2ccccc12 | 1 | 0.2 | 4%[57.1 µM] | -8% | -19% | -5% | 2.0 | -8%
Cc1ccc(/C=C(\C#N)c2nc3ccccc3[nH]2)s1 | . | 1.7 | -3% | -4% | 5% | 11% | -3.0 | 4%
CCCCc1ccc(-c2csc(/C(C#N)=C/c3ccc(C)o3)n2)cc1 | -15 | -3.4 | -14% | 3% | -21% | -11% | 0.8 | 7%
CCOc1cc(/C=N/NC(=O)CSc2nncn2C)ccc1OCC(N)=O | -6 | -2.6 | 1% | 1% | 9% | 11% | -3.7 | 16%
CC1(C)Cc2c(cnn2-c2ccc(F)cc2)C(NC(=O)CN2CCCCC2=O)C1 (configuration not stated) | -3 | -5.0 | 19% | -1% | 11% | -7% | 0.1 | 4%
COc1ccccc1C(=O)NCCC(=O)N(C)CC(=O)Nc1ccc(N2CCOCC2)cc1 | 1 | -1.4 | -7% | -1% | -4% | -4% | -0.4 | -1%
CCOc1cc(/C=N/NC(=O)c2ccc(-c3csc(Nc4ccc(C)cc4)n3)cc2)ccc1OCC(=O)O | ? | -0.2 | 50µM* | ? | 40µM* | ? | -2.3 | 19%
NNC(=O)COc1ccc(C2SCCS2)cc1 | 7 | 0.9 | -1% | -9% | -16% | 7% | -0.7 | 12%
COc1ccc(N(C(=O)c2ccco2)S(=O)(=O)c2cccs2)cc1 | -16 | -0.1 | 0% | -9% | -10% | 8% | -5.5 | 10%
CCCCN(CC)CCCNC(=O)C1CCN(c2ncnc3c2sc2cccc(F)c23)CC1 | -7 | -3.7 | 12% | -10% | -10% | 8% | -6.4 | 6%
O=C(CSc1ccccc1)Nc1nccs1 | 8 | -3.4 | 0% | -13% | 17% | 8% | -3.6 | 2%
c1csc(Cc2nc3ccccc3[nH]2)c1 | . | -2.0 | -6% | 1% | 11% | 5% | -2.5 | -9%
CC(C)=Cc1oc2ccc([N+](=O)[O-])cc2c1N1CCOCC1 | 2 | 3.6 | -1% | -7% | -6% | 14% | -1.3 | -8%
c1ccc(-c2[nH]ncc2CN2CCN(Cc3ccc4c(c3)OCO4)CC2)cc1 | -8 | -3.6 | 3% | 3% | 17% | 4% | -0.2 | 10%
O=[N+]([O-])c1ccc(CN2CC(N3CC=CC3)CS2(=O)=O)cc1 (configuration not stated) | -3 | 1.6 | 0% | -5% | 1% | 1% | 0.7 | 7%
NNC(=O)CC(=O)NC1(Cc2ccc(O)cc2)CCCCC1 | 3 | -1.0 | 12% | 0% | 5% | -8% | 3.0 | -6%
CCCCN1C(=O)NC2NC(=O)NC21 (configuration not stated) | -7 | 0.5 | 10% | -4% | -10% | 0% | 0.9 | 2%
CC(C)c1ccc(C2N3CC4([N+](=O)[O-])CN2CC([N+](=O)[O-])(C3)C4(C)C)cc1 (configuration not stated) | -5 | -0.4 | 8% | -5% | 10% | -7% | -3.2 | 6%
Cc1[nH]c2ccccc2c1/C=N/n1cnnc1 | -7 | -2.4 | 12% | ? | 10% | -2% | -3.2 | 3%
CCN(Cc1ccccc1)C(=O)c1cccc(S(=O)(=O)N2CCN(c3ccccc3)CC2)c1 | 1 | -5.3 | -17% | 4% | -27% | 4% | -0.9 | 0%
COC(=O)c1[nH]c(C)c(/C(O)=C2\C(=O)C(=O)N(CCN3CCOCC3)C2c2cccnc2)c1C (configuration not stated) | . | 0.8 | -3% | -12% | 7% | 1% | -4.3 | 6%
Cc1ccc(Cl)cc1NC(=O)c1cnn2c1NC(c1ccco1)CC2C(F)(F)F (configuration not stated) | . | 1.6 | 1% | -2% | -2% | 20% | 0.5 | -2%
O=C(NCCCN1CCCC1=O)c1ccc(Cl)c(Cl)c1 | -10 | 2.0 | -5% | -2% | 1% | 1% | -1.5 | -2%
N/C(CC(=O)NC1CCCCC1)=N\OCC(=O)Nc1ccc(Cl)c(Cl)c1 | -9 | 0.8 | -8% | -3% | -9% | -3% | -3.4 | 0%
CCOc1ccc(N2C(=O)Nc3ccccc3C2(O)C(=O)N2CCN(c3ccccn3)CC2)cc1 (configuration not stated) | 2 | 1.1 | -3% | -12% | -2% | 3% | -1.0 | -1%
Cc1ccc(S(=O)(=O)c2c(N)n(CCCN(C)C)c3nc4ccccc4nc23)cc1 | -1 | -0.6 | -4% | 2% | -18% | 1% | 0.8 | 6%
COc1ccc(NC(=O)c2ccc3[nH]c(C)c(C)c3c2)c(OC)c1 | 5 | -0.3 | -13% | -4% | 6% | -8% | -1.3 | -4%
COc1cc(/C=N/NS(=O)(=O)c2ccc3ccccc3c2)ccc1OCCN1CCOCC1 | 13 | -3.2 | -14% | -7% | -25% | 10% | 1.2 | 5%
COc1ccc(NS(=O)(=O)Cc2ccccc2)cc1OC | . | -1.6 | 1% | -3% | 13% | -5% | -1.4 | 2%
CCOC(=O)N1CCN(C(=O)C(CC(C)C)NS(=O)(=O)c2ccc3c(c2)oc(=O)n3C)CC1 (configuration not stated) | . | -2.4 | -3% | -6% | 6% | 3% | 1.6 | 6%
CC(C)(C)C1(O)CC(C(F)(F)F)=NN1C(=O)Cc1ccc([N+](=O)[O-])cc1 (configuration not stated) | 3 | -0.4 | 1% | -12% | -18% | -1% | -0.2 | 10%
CNS(=O)(=O)c1cccc(C(=O)OCC(=O)Nc2ccc(Cl)cn2)c1 | ? | 1.8 | -7% | -5% | -26% | 16% | 0.8 | 9%
CCOC(=O)c1nnn(-c2nonc2N)c1CN1CCCC1 | 5 | -1.2 | 0% | -12% | 4% | 4% | 0.9 | -1%
COC(=O)c1ccc(NC(=S)Nc2ccc3ccccc3c2)cc1 | -4 | 0.7 | -5% | -20% | -1% | 8% | 3.1 | 4%
CC(C)=CCCC1=CCC(/C=N/NC(N)=O)C(C)C1 (configuration not stated) | 20 | -3.9 | -7% | -2% | -4% | -5% | 0.4 | -3%
Cc1cccc(NC(=O)COC(=O)CCCC2=NS(=O)(=O)c3ccccc3N2)c1 | 0 | -1.0 | -4% | ? | -4% | -8% | 9.5 | 2%
COc1ccc2c(c1)C1=NN(/C(C)=C/C(C)=O)C(c3cccc(F)c3)C1CC2 (configuration not stated) | 9 | -2.5 | -10%[57.1 µM] | 5% | 3% | 4% | 2.4 | 4%
CCN(CC)CC(=O)N1c2ccccc2CCc2ccc(NC(=O)c3cc(OC)c(OC)c(OC)c3)cc21 | 1 | -2.1 | -4% | 2% | -2% | -6% | 0.0 | 2%
Cc1cccn2c(CN3CCCN(C=O)CC3)c(C(=O)N(C)CCc3ccccc3)nc12 | 1 | 0.3 | 1% | -16% | -23% | 4% | -0.3 | 8%
Oc1[nH]c2ccccc2c1N=Nc1nc2ccccc2s1 | -4 | 7.4 | -3% | 7% | 8% | 2% | 0.3 | 6%
CC(=O)N1c2ccc(S(=O)(=O)N(C)Cc3ccccc3)cc2CC1C (configuration not stated) | 1 | -3.4 | 0% | -11% | 1% | 3% | -4.7 | 3%
Cc1ccccc1NC(=O)COC(=O)Cc1ccsc1 | -2 | 1.0 | 10% | 27µM* | -2% | 8% | -2.2 | 5%
Cc1ccc(-n2nnnc2CNC(=O)C2CC(=O)N(c3ccccc3)C2)cc1C (configuration not stated) | 3 | -0.4 | 0% | -23% | 2% | 17% | -3.1 | -6%
CCCc1cc(C(=O)OCC(=O)NCCc2ccccc2)sc1C | -14 | -0.4 | -3% | -5% | -5% | 9% | -1.1 | 12%
COC(=O)c1[nH]c2ccc(Cl)cc2c1NC(=O)Oc1ccccc1 | 4 | -1.2 | 5%[57.1 µM] | -16% | -12% | -8% | 0.8 | -2%
Cc1cccc(Nc2nnc(SCC(=O)Nc3ncc(C(F)(F)F)cc3Cl)s2)c1C | -7 | -3.8 | -35% | 0% | -28% | -5% | -5.8 | -9%
O=C(O)CCS(=O)(=O)Cc1cccc(Cl)c1 | . | 7.0 | -3% | -1% | 6% | 9% | -0.9 | 9%
CCN(CC)CCNC(=O)Cn1c(=O)c2cccn2c2ccc(F)cc21 | 16 | -2.9 | 8% | 6% | 6% | 0% | 0.3 | -6%
COc1ccc(-c2ccc3[nH]c4c(c3c2)CCN2C[C@H]3[C@H](C)ON(C)[C@H]3C[C@@H]42)cc1 | 1 | -3.7 | -9% | -9% | -11% | -4% | -1.1 | 27%
CC(C)C[C@H](NC(=O)c1nc[nH]c1C(=O)N[C@@H](CC(C)C)C(=O)OC(C)(C)C)C(=O)OC(C)(C)C | 4 | -4.3 | -11% | -14% | ? | -46%[inhibitor] | -2.6 | -18%
(continued)
SMILES | PI5P4Ka inh | IL2 activator | WRN helicase inh | PLK1 PBD inh | EPAC1 antagonist | EPAC1 agonist | CCT chaperon mod | EPAC2 agonist
CCOC(=O)C1(C)CCCCCN1C(=O)c1csnn1 (configuration not stated) | 4 | -0.8 | 0% | -13% | -21% | -1% | 1.9 | 4%
COc1cccc(CNS(=O)(=O)c2cc(CN3C(=O)c4cccnc4C3=O)ccc2OC)c1 | -5 | -0.3 | -1% | -16% | -9% | 6% | 0.2 | 7%
O=C(NCCc1ccccc1)c1cccc(NC(=O)C2CCC2)c1 | 2 | -0.1 | -7% | -4% | 6% | -10% | -2.8 | 5%
COC(=O)c1cccc(NC(=O)C(C)N2C(=O)c3ccccc3C2=O)c1 (configuration not stated) | . | 0.0 | -3% | ? | 14% | 0% | 1.5 | 5%
COc1ccc(CCNC(=O)C2CC(=O)N(c3ccc(C)cc3)C2)cc1OC (configuration not stated) | -3 | -0.2 | -6% | 4% | -2% | 0% | 1.0 | -3%

Screening data: PubChem BioAssay, National Center for Advancing Translational Sciences (NCATS)

An excerpt. The share of hits here may be higher or lower than overall.
